TAAR1 antag = human TAAR1 antagonism | inhibition, % at 3 µM | actives 1.5% (n = 360,000) | CHO RD-HGA16 TAAR1, Fluo-8 calcium fluorescence, antagonist;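 active = inhibition above a per-plate cutoff, the mean inhibition of test compounds on that plate plus 3 SD, cut at about 49% in these data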;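 note: 0% = DMSO plus EC80 beta-PEA response and 100% = DMSO alone without agonist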
Target sequence (Q96RJ0 whole entry, looked up): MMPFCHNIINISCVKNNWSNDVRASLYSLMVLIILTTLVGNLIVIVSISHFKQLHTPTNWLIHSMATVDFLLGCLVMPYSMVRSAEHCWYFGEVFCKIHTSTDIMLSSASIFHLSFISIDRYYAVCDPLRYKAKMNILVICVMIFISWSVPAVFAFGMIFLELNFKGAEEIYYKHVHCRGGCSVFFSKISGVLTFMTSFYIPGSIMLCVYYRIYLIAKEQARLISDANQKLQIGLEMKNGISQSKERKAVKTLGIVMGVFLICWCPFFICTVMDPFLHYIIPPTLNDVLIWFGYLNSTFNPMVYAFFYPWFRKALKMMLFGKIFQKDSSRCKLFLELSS
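Test system: CHO RD-HGA16 cells bearing hTAAR1 | Reagent: β-PEA, EC80 | Compound dosing: 3 µM, single point | Schedule: Dye loading 75 min at 37 °C, then 30 min room temperature | Signal: Calcium fluorescence with Fluo-8 | Evaluation: Percent inhibition of PEA-evoked calcium signal, max/basal emission ratio | Control set: DMSO-only wells and EC80 β-PEA-stimulated wells | Repeats: Singlicate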
OXTR potentiate = potentiates the human oxytocin receptor response; actives 0.061% (n = 320,000); CHO-OTR cells, Fluo-8 calcium fluorescence, potentiator mode; 0% = oxytocin EC15, 100% = EC100; activation, % at 3 µM; AID 2445; P30559;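 active = activation above that plate's cutoff, the mean activation of tested compounds plus 3 SD, cut at about 6.6% in these data, passing the limit was not always enough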;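 note: 100% uses oxytocin at 75 nM as the full agonist control; some results filed as inactive read as strong as hits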
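Measured by – Fluo-8 calcium dye fluorescence · Test system – human OTR in CHO cells · Dosing – one concentration, 3.0 µM compound · Controls – EC15 oxytocin alone as 0%, 75 nM oxytocin as 100% · Evaluation – normalized max/min fluorescence ratio, % activation · Timing – 6 min pre-incubation, 100 s read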
TAAR1 ag = human TAAR1 agonism; actives 0.99% (n = 360,000); AID 624467; CHO RD-HGA16 TAAR1, Fluo-8 calcium fluorescence; vehicle wells 0%, saturating PEA agonist 100%; activation, % at 3 µM;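 active = activation above the mean activation of all test compounds in the run plus 3 SD, cut at about 38% in these data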
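Assay system: CHO-derived RD-HGA16 cells with stable Gα16 and human TAAR1; timing: 17-24 h seeding, 75 min 37 °C dye, 30 min RT; read-out: % activation from peak over basal fluorescence ratio, DMSO-to-PEA scaled; measured by: kinetic Fluo-8 calcium fluorescence; benchmarks: low control DMSO, high control PEA (EC100); doses: 3 µM single concentration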
CHO-K1 Ca antag = counter-screen for M1 antagonists: effect in parental CHO-K1 cells; inhibition, % at 3 µM; ATP-induced calcium, Fluo-8 fluorescence; AID 602250; actives 0.6% (n = 360,000);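 active = inhibition above a per-plate cutoff, the plate's mean sample inhibition plus 3 SD, cut at about 24% in these data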;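 note: 0% = DMSO plus EC80 ATP and 100% = DMSO alone without ATP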
CHO parental Ca = counter-screen: ATP calcium response change in parental CHO cells. parental CHO-K1, ATP-induced calcium, Fluo-8 fluorescence. inhibition, % at 5.6 µM. actives 0.63% (n = 330,000). AID 463079;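 active = inhibition above that plate's mean sample inhibition plus 3 SD, cut at about 26% in these data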;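 note: 0% = ATP-challenged DMSO wells and 100% = DMSO wells without ATP; some compounds past the cut are filed as inactive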
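Material – parental CHO cells · Reagent – ATP stimulus · Compound – single nominal dose of 5.6 µM per compound · Detection – Fluo-8 fluorescence · Read-out basis – percent inhibition of calcium signal · Controls – ATP-challenged DMSO wells low, unchallenged DMSO wells high · Repeats – no replicates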
M1 PAM parental = nonselective activator or artifact in parental CHO-K1 calcium assay | ATP EC20, Fluo-8 calcium fluorescence; 0% at ATP EC20, 100% at ATP max | activation, % at 3 µM | actives 0.02% (n = 360,000);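 active = activation above the run cutoff, the mean activation of all test compounds plus 3 SD, cut at about 40% in these data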;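 note: peak over basal fluorescence ratio in a 140 s read after ATP addition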
CHO-K1 Ca ag = nonselective activator or artifact in parental CHO-K1 cells | actives 0.48% (n = 360,000) | Fluo-8 calcium fluorescence; scaled to maximal ATP response, vehicle zero | AID 602248 | activation, % at 3 µM; in the data active = activation above about 15%;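 note: untransfected CHO-K1 host cells lacking M1 receptor as counterscreen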
M1 antag = human CHRM1 antagonism; P11229; CHO-K1 hM1, Fluo-8 calcium fluorescence, ACh EC80 antagonist; inhibition, % at 3 µM; actives 1.3% (n = 360,000); AID 588852;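 active = percent inhibition above its own plate's cutoff, namely the mean of that plate's compound wells plus 3 SD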;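 note: peak over basal fluorescence ratio during 140 s after agonist addition; 0% = ACh EC80 plus DMSO and 100% = DMSO alone without agonist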
Target sequence (P11229 whole entry, looked up): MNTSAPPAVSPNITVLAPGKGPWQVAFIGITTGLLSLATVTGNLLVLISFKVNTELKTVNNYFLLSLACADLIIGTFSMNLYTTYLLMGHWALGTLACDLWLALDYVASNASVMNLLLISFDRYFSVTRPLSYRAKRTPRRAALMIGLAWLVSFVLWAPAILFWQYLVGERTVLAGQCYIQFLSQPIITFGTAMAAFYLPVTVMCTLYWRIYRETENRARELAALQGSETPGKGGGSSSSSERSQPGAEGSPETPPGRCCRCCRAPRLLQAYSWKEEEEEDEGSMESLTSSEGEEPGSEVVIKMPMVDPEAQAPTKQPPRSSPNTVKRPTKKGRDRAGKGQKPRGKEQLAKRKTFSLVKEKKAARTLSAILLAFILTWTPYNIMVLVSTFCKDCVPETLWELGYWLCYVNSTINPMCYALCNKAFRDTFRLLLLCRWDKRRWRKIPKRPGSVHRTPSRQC
CHRM1 agonist = activates human CHRM1 receptor | P11229 | CHO-K1 hM1, Fluo-8 calcium fluorescence, agonist mode; 0% DMSO, 100% acetylcholine EC100 | activation, % at 3 µM | actives 0.33% (n = 360,000) | AID 588814;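 active = activation above the run's mean compound activation plus 3 SD, cut at about 16% in these data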;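 note: peak over basal fluorescence ratio within a 140 s kinetic read after compound addition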
Numbers without * were called inactive; x = not tested or not shown.

SMILES	TAAR1 antag	OXTR potentiate	TAAR1 ag	CHO-K1 Ca antag	CHO parental Ca	M1 PAM parental	CHO-K1 Ca ag	M1 antag	CHRM1 agonist
O=c1cc(-c2cccc(Br)c2)nc(-c2ccccc2F)o1	-16	-2	1	15	0	-12	-0.6	-1	-6
FC(F)(F)c1ccc(N2CCN(Cc3ccc4c(c3)OCO4)CC2)nc1	-28	1	1	10	0	1	0.6	19	-9
COc1ccc(C(CNC(=O)c2ccc(-c3ccccc3Cl)o2)N2CCOCC2)cc1 (stereo not drawn)	9	-6	18	13	-7	-20	2.2	7	3
CC1(C)CC2(CCO1)OC(=O)CC2C(=O)Nc1cccc2ccccc12 (stereo not drawn)	-9	-18	3	-15	-13	21	0.2	-17	-3
CCOC(CNC(=O)C(=O)Nc1cc2c3c(c1)CC(=O)N3CCC2)OCC	-14	-3	0	-9	-16	5	0.1	-2	0
O=C(Cc1ccc([N+](=O)[O-])cc1)NCc1ccccc1Cl	-13	-4	3	-11	-10	26	0.6	-3	-11
Cc1cccc(-c2nnc(-c3cccc4ccccc34)o2)c1	-2	x	2	-26	x	9	0.0	-8	-1
COc1cc(NC(=O)COc2cc(C)cc3oc(=O)cc(C)c23)cc(OC)c1OC	-4	x	2	-6	x	-4	-0.1	-4	7
COc1ccc(S(=O)(=O)N2CCCCC2)cc1NC(=O)C1CC1(Cl)Cl (stereo not drawn)	-14	x	1	-8	x	-4	1.3	-8	-1
COc1ccc(S(=O)(=O)N2Cc3ccccc3CC2C(=O)O)cc1 (stereo not drawn)	9	-1	2	-1	-1	19	0.8	-2	-6
Cc1ccccc1NCN1C(=O)C2CCC(C)(C1=O)C2(C)C (stereo not drawn)	-4	-4	0	-14	-10	13	0.5	-10	-1
O=C(N/C(=C\c1ccccc1)C(=O)N1CCOCC1)c1ccccc1Cl	-4	7	0	-2	-15	-18	0.6	3	-2

Overlap with the part before: 2 compounds, then new ones.
SMILES	TAAR1 antag	OXTR potentiate	TAAR1 ag	CHO-K1 Ca antag	CHO parental Ca	M1 PAM parental	CHO-K1 Ca ag	M1 antag	CHRM1 agonist
Cc1ccccc1NCN1C(=O)C2CCC(C)(C1=O)C2(C)C (stereo not drawn)	-4	-4	0	-14	-10	13	0.5	-10	-1
O=C(N/C(=C\c1ccccc1)C(=O)N1CCOCC1)c1ccccc1Cl	-4	7	0	-2	-15	-18	0.6	3	-2
CCCCCOc1ccc(C(=O)NC(CCC)C(=O)O)cc1 (stereo not drawn)	2	-5	7	3	-8	3	0.1	-1	-3
CN(C)c1ccc(NC(=O)c2cccc(C(=O)Nc3ccc(N(C)C)cc3)n2)cc1	2	-10	2	28*	-28	-12	1.3	-3	-6
O=C(CCCCn1c(=O)c2ccccc2n(CC(=O)NC2CCCC2)c1=O)NCc1ccco1	1	7	0	-16	-11	20	-0.5	-12	-5
CCc1cc2c(=O)c(-c3ccc4c(c3)OCCO4)coc2cc1OC(=O)c1ccco1	10	3	11	-1	-10	16	0.6	1	-2
Cc1cc(C)n(C(=O)COc2ccc(Cl)cc2Cl)n1	-18	0	3	-28	-4	21	0.6	-12	-8
COc1ccc(C(=O)NC(=S)NNC(=O)[C@H]2C[C@@H]2c2ccccc2)cc1OC	49*	-12	121*	12	-7	-12	2.8	-13	19*
CCCc1nc2ccc(C)cn2c1Cc1cccc(F)c1	-17	x	1	-10	x	11	3.4	-15	-5
Cn1c(SCC(=O)NCc2ccc3c(c2)OCO3)nnc1C1COc2ccccc2O1 (stereo not drawn)	-12	0	1	-3	-11	10	1.1	-16	-1
CCc1nc2c(OCc3cccc(Cl)c3)cccn2c1N(C)C(=O)C1CC1	x	x	x	-8	x	22	0.2	-9	-9
O=C(COC(=O)c1ccncc1)Nc1cccc2ccccc12	-10	-2	1	-14	7	13	1.8	9	-4
NC(=S)N/N=C/c1ccccc1OCc1cccc(Cl)c1	x	-14	x	6	-5	7	-0.5	-8	-2
COCCN1CSC(=S)N(Cc2ccco2)C1	4	-2	9	-5	0	15	0.4	-1	-5
COc1ccc(CCNC(=O)CNC(=O)Cn2cnc3sc(C)c(C)c3c2=O)cc1OC	3	0	0	-8	-6	26	12	-7	-9
Cn1c(CNS(=O)(=O)c2ccc(F)cc2)n[nH]c1=S	-1	-14	11	5	3	-2	-0.2	-2	0
CCC1(C)Cc2c(sc3[nH]c(=S)n(Cc4ccccc4)c(=O)c23)CO1 (stereo not drawn)	-6	-4	2	16	-7	6	4.7	0	-3
Cc1csc(SCC(=O)Nc2cc(C(C)(C)C)nn2-c2ccccc2)n1	22	-11	13	0	-11	18	3.1	-4	-1
O=C1N/C(=N\N=C\c2ccc3ncccc3c2)SC1Cc1ccc(SC(F)F)cc1 (stereo not drawn)	15	-7	13	-4	-22	-2	-0.1	-5	-4
Cc1ccccc1NC(=O)CC1(c2ccc(N(C)C)cc2)C(=O)c2ccccc2C1=O	-10	-24	19	-16	-24	8	0.2	-12	-4
CCN(CC)P1(=O)OC(c2cc(OC)c(OC)c(OC)c2)=Nc2c1c(C)nn2-c1ccccc1 (stereo not drawn)	-9	-2	0	-14	-16	28	5.8	-3	-6
Cc1nn(Cc2ccccc2)c(Cl)c1/C=C/C(=O)OCC(=O)NC(C)C(C)C (stereo not drawn)	8	-3	-1	-14	-26	15	1.4	-13	-5
Cc1nc2nc(-c3ccco3)[nH]n2c(=O)c1Cc1ccccc1	-7	-4	6	1	-12	13	-0.3	-54	-2
CC(C)C[C@H]1CN(CCCC[C@H]2CNC(=O)C(=O)N2CCC2CCCCC2)C(=O)C(=O)N1CCc1ccccc1	-22	x	1	2	x	10	0.3	x	x
CC(=O)OCC(=O)Nc1c(C)cc(C)cc1C	-15	0	7	-6	-3	18	0.0	4	-4
Cc1ccc(NC(=O)CCC(=O)NNC(=O)c2ccco2)c(C)c1	21	-1	7	-22	-7	18	0.8	-11	-4
COc1ccc(CC(=O)NC2CCSc3ccccc32)cc1OC (stereo not drawn)	-2	1	0	-1	-15	-14	0.8	4	-2
CC(CN1CCC(n2nccc2NC(=O)C2CCCC2)CC1)c1ccccc1 (stereo not drawn)	-2	1	1	-7	-8	7	2.1	4	-6
CCCn1c(SCC(=O)NC2CCCCC2)nnc1-c1ccncc1	11	-1	11	-15	-12	23	0.0	-8	-1
COc1cccc2cc(C(=O)NCc3ccccc3)c(=N)oc12	0	-5	2	2	0	13	-0.5	-3	-3
N/C(=N\OC(=O)Nc1ccccc1)c1ncc(C(F)(F)F)cc1Cl	0	6	-3	-6	-12	24	0.6	-21	-1
CNC(=S)N1CCc2ccccc2C1	-11	-5	1	-3	-8	7	-0.1	2	-7
CCOC(=O)[C@]12CCC=C1N(Cc1ccc(Cl)cc1Cl)C(=O)[C@H](CC(=O)NCC13CC4CC(CC(C4)C1)C3)C2	-19	x	3	-21	x	0	1.0	x	x
C=CCN1C(=O)C2(OCCCO2)c2cc(CCCC)ccc21	2	11	4	2	-24	-4	-0.7	-19	-8
O=S(=O)(CCSc1nc2ccccc2o1)c1nc2ccccc2s1	-4	-3	2	-14	-1	26	7.0	1	-4
COc1ccc(NC(=S)NNC(=O)c2cccs2)cc1	8	-4	1	12	-8	-8	-0.1	-6	-2
Cc1ccc(-c2nn(C)c(=O)c3ccccc23)cc1S(=O)(=O)N1CCOCC1	7	-2	5	-5	-21	3	0.7	-9	-2
O=C(O)CCC(=O)Nc1ccc(OCC(=O)O)cc1	2	1	12	9	0	-6	-0.2	-3	-2
Cc1ccccc1NC(=O)CCCNC(=O)c1ccc(Cl)cc1	-13	-5	2	-12	-10	0	0.0	-4	-1
COc1ccc(CNS(=O)(=O)c2ccc(Br)s2)cc1	-7	-16	2	-11	-3	9	1.2	2	-6
O=C(NCc1ccncc1)[C@@H]1CCCN1C(=O)[C@H]1CCCN1C(=O)c1cccs1	-7	x	6	-15	x	12	0.8	x	x
Cc1nc2ccccc2n1S(=O)(=O)c1ccc(S(=O)(=O)N2CCCCCC2)cc1	-4	1	2	9	-17	17	0.0	-1	-3
O=C(Nc1cccnc1)c1ccc(Cl)c(S(=O)(=O)N2CCc3ccccc32)c1	24	-13	10	11	15	-19	3.4	17	-3
CCOC(=O)COc1ccccc1/C=N\NC(=O)c1cc2c(ccc3ccccc32)o1	49*	x	4	11	x	-29	3.1	14	-1
COC(=O)c1c(C)[nH]c(O)c1C=Nc1ccc(C#N)cc1	-21	-12	2	-5	-10	5	2.2	-6	-4
COCCNS(=O)(=O)c1ccc(-c2ccc(S(=O)(=O)NCCOC)cc2)cc1	7	0	17	2	-6	-12	1.9	1	-2
Cc1ccc(CNC(=O)CCCNS(=O)(=O)c2cccc3nonc23)cc1	-7	-9	4	-10	-16	7	-0.2	-3	-5
Cc1nn(S(=O)(=O)c2ccc(Cl)cc2)c(C)c1Sc1ccc([N+](=O)[O-])cc1	-14	-6	8	-4	-5	-6	0.3	10	-3
CCC(=O)Nc1ccc2c(c1)ncn2-c1ccccc1	20	-4	10	0	5	11	0.3	-8	-5
CCOC(=O)N1CCN(C(=O)C2CCC(CNS(=O)(=O)c3ccccc3)CC2)CC1 (stereo not drawn)	-8	-16	1	-5	-5	13	0.2	-5	-6
CCCCN(CCCC)S(=O)(=O)c1ccc2oc(C(=O)N3CCOCC3)c(C)c2c1	17	-7	-2	-20	-10	11	1.2	0	-8
Nc1nc(NCCOCCO)nc(N2CCCCCC2)c1[N+](=O)[O-]	-17	x	5	-11	x	19	2.4	-16	-2
CCCCn1c(N)c(N(CCOC)C(=O)c2nn(CC)c(=O)c3ccccc23)c(=O)[nH]c1=O	-8	-5	0	-2	3	-9	0.8	-13	5
CCc1nc2oc3ccccc3c(=O)c2c(=O)n1-c1ccc(C)cc1	1	-5	-1	-9	5	18	2.0	-14	-2
CCOC(=O)N1CCN(c2nc(SC)nc3sc4c(c23)CC(C)(C)OC4)CC1	17	5	4	22	-29	-7	-0.2	29	-1
COc1ccc([N+](=O)[O-])c(O)c1C(C)=O	-17	x	1	-4	x	21	0.1	-23	0
Cc1cc(Nc2ccc(Cl)cc2)nc(NCc2ccccc2)n1	-8	-9	55*	12	20	16	8.5	3	1

Part of the list above with just CHO parental Ca:
| molecule | CHO parental Ca |
| --- | --- |
| CCc1nc2oc3ccccc3c(=O)c2c(=O)n1-c1ccc(C)cc1 | 5 |
| CCOC(=O)N1CCN(c2nc(SC)nc3sc4c(c23)CC(C)(C)OC4)CC1 | -29 |

Compound activity as filed in PubChem.
